Compound activity (PubChem)
BLM inh – Bloom syndrome helicase (human) inhibition | P54132 | recombinant BLM DNA unwinding, fluorescence dequenching | Potency, µM (titrated, usually from 56.1 µM), for inactives: at the highest dose activity change, negative = inhibition, hits mostly inhibitors | actives 0.2% (n = 350,000) | AID 2528;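 further: potency means the concentration at half of the fitted maximal effect; plate controls were vehicle for no effect and no enzyme for full effect; nearly all actives have a fitted effect of over 35% in size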
ALOX12 inh – inhibitors of human 12S-lipoxygenase ALOX12; P18054; purified 12hLO, xylenol orange hydroperoxide absorbance; Potency, µM (titrated, usually from 108 µM), for inactives: at the top dose activity change, negative = inhibition, usual class: inhibitors; actives 1.1% (n = 580,000); AID 1671190; further: potency means the concentration at half of the fitted maximal effect; on the % scale 0 is the no-effect control and ±100 the full control effect
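Purified human 12hLO at 150 nM in 25 mM Hepes, 0.01% Triton X-100, pH 7.0, preincubated 15 min at room temperature with compound. Reaction started with 40 uM arachidonic acid, 30 min at room temperature. Hydroperoxide measured by Fe-xylenol orange, 573/405 nm absorbance ratio.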
Pol iota inh – DNA polymerase iota (human) inhibition; Pol iota fluorescent replication assay, 10 min; Potency, µM (series often up to 115 µM), for the others: at the top dose activity, negative = inhibition, hits mostly inhibitors; actives 1% (n = 390,000); further: potency means the concentration at half of the fitted maximal effect
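Fluorescent replication assay read twice, at 0 min and 10 min after adding 50 nM (final) substrate. Enzyme (10 nM) and compounds were first incubated 15 min at room temperature; enzyme-free buffer wells were negative controls.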
ERG-DNA inh – ERG Ets/DNA interaction inhibition; P11308; fluorescence polarization, His-ERG Ets domain / labelled DNA; Potency, µM (doses to about 76.9 µM), for the others: at the highest dose FP activity, negative = inhibition, usual class: inhibitors; actives 0.028% (n = 370,000); AID 624246; active means well fitted inhibition curve with a large enough effect in the polarisation, with a control signal flat; inconclusive means small, poorly fitted or top-dose-only effect, or effect the other way, or a change in a side signal; inactive means no such curve, though single readings can be large or run the other way; the % refers to the polarisation;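 further: polarization taken with two DNA probes labelled with fluorescein and Texas red; potency means the concentration at half of the fitted maximal effect; % of control where 0% means no effect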
Target sequence (P11308 whole entry, looked up, the tested form may be a part): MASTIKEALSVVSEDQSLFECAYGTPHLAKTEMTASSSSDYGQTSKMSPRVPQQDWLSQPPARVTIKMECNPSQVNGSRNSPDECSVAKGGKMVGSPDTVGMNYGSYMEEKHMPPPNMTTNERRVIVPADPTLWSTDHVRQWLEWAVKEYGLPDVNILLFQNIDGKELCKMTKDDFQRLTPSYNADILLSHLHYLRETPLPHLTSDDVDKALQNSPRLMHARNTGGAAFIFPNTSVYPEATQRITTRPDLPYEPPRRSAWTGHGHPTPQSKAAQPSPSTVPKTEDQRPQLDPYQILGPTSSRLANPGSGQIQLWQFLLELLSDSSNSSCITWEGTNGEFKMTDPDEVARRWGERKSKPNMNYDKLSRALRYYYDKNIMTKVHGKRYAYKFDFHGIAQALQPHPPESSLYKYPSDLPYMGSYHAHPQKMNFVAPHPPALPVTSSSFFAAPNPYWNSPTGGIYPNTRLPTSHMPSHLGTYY
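His-tagged ERG Ets domain (1 uM in the protein solution; 300mM KCl, 50mM Tris-HCl, 1mM EDTA, 1mM DTT, pH 7.5) received compound, then a probe mix of 5 nM fluorescein-DNA and 100nM Texas-615-DNA. Fluorescence polarization was read for both dyes.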
Pol beta inh – DNA polymerase beta (human) inhibition | P06746 | Pol beta primer extension/strand displacement, fluorescence kinetic | Potency, µM (titrated, usually from 114 µM), for inactives: at the top dose activity change, negative = inhibition, usual class: inhibitors | actives 1.3% (n = 340,000); further: potency means the concentration at half of the fitted maximal effect; on the % scale 0 is the no-effect control and ±100 the full control effect
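Pol beta (10 nM) and compounds were preincubated 15 min at room temperature, then 50 nM substrate (final) started primer extension/strand displacement. Reads were taken at 0 and 10 min; concentration-response data were fitted to a four-parameter Hill equation.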
APE1 inh – inhibitors of human APE1 endonuclease; P27695; recombinant APE1, TAMRA/BHQ-2 abasic DNA cleavage fluorescence; Potency, µM (titrated, usually from 65.8 µM), for the others: at the highest dose activity change, negative = inhibition, most hits filed as inhibitors; actives 0.35% (n = 350,000); AID 2517;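 further: potency means the concentration at half of the fitted maximal effect; plate controls were vehicle for no effect and reference inhibitor for full effect; nearly all actives have a fitted effect of over 55% in size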
Target sequence (P27695 whole entry, looked up): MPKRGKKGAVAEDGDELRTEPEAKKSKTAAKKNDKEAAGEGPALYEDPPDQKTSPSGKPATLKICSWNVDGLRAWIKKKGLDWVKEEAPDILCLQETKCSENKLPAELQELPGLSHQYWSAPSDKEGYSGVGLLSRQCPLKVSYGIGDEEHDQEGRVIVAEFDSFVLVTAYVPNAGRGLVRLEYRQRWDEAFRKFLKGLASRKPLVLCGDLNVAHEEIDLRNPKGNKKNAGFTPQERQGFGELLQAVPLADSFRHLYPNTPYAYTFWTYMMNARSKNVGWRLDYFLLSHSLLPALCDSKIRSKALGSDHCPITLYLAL
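Measures dequenching upon AP-site incision of a 5'-TAMRA/3'-BHQ-2 THF-containing duplex, 50 nM; human APE1 0.75 nM after 15 min room-temperature exposure to compound; kinetic three-point read at one-minute spacing.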
Pol kappa inh – DNA polymerase kappa (human) inhibition. Q9UBT6. purified Pol kappa, fluorescent DNA synthesis assay, 10 min. Potency, µM (series often up to 107 µM), for inactives: top-dose activity, negative = inhibition, most hits filed as inhibitors. actives 0.53% (n = 400,000); further: potency means the concentration at half of the fitted maximal effect; on the % scale 0 is the no-effect control and ±100 the full control effect
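Here, compound and 10 nM enzyme are combined for 15 min at room temperature; adding 50 nM substrate (final) starts DNA synthesis, tracked by fluorescence at 0 and 10 min against buffer-only wells.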
TRHR ag – activates the human TRH receptor | TRHR cells, calcium flux fluo-8, FDSS agonist mode | activation, % at 2 µM | actives 0.18% (n = 360,000); in the data active means activation above about 30%; further: 0% is about no effect
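Steps: seed TRHR cells overnight; add fluo-8 no-wash Ca dye, RT 30 min–1.5 h; record 10 s baseline; pin-transfer compounds; monitor fluorescence 1 cycle/s for the agonist window. Calcium increases flag candidate agonists.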
Apoferritin bind – candidate novel general anesthetic via apoferritin binding; P02791; apoferritin/1-aminoanthracene competitive binding, fluorescence; Potency, µM (doses to about 77.5 µM), without a hit: top-dose activity change, negative = displacement, usual class: inhibitors; actives 0.074% (n = 350,000); further: potency means the concentration at half of the fitted maximal effect; on the % scale 0 is the no-effect control and ±100 the full control effect; nearly all actives have a fitted effect of over 20% in size
Target sequence (P02791 2-175 limits assumed): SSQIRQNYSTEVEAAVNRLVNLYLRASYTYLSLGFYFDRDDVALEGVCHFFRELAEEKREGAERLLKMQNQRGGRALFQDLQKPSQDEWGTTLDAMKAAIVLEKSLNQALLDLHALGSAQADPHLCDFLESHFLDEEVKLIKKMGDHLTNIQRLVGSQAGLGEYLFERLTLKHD
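Concentration-response curves derived by four-parameter Hill fitting of normalized fluorescence, where compounds displaced 1-AMA from 10 uM horse apoferritin following a brief 10 min room-temperature incubation; propofol titration acted as positive control.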
* marks the source's active call; other numbers are inactive results; ? = inconclusive; / = not tested or not shown; & = joins results of further samples; [ ] = remark or other dose. Unless noted, the call rests on the fitted dose curve; in most records, active means well fitted curve in the direction sought with a large enough effect; inconclusive means small, poorly fitted or top-dose-only effect, or another doubt; inactive means no such curve, though single readings can be large; an effect the other way counts as inactive or inconclusive.

SMILES	BLM inh	ALOX12 inh	Pol iota inh	ERG-DNA inh	Pol beta inh	APE1 inh	Pol kappa inh	TRHR ag	Apoferritin bind
COCCNC(=S)NCc1ccc2[nH]c3c(c2c1)CCCC3	1%	?	12%	7%	9%	-1%	-9%	0.5	-14%
Cc1cccc(C)c1OCc1n[nH]c(=S)o1	-1%	45µM*	-2%	1%	?	5%	-12%	0.6	-10%
COc1cccc(CN2C(=O)c3ccccc3Sc3ccc(C(=O)N(C)Cc4ccccc4)cc32)c1	-9%	-22%	13%	-6%	?	/	-9%	0.5	26%
O=C(NNc1ncnc2c1cnn2-c1ccccc1)c1cccc(Cl)c1	1%	?	19%	-1%	8%	/	-2%[60.1 µM]	-0.5	1%
Nc1ccn(-c2ncc(C(F)(F)F)cc2Cl)c(=O)n1	-9%	5%	66%[activator]	0%	17%	0%	-7%	-0.3	-14%
Cc1cccn2c(=O)nc(SCC(=O)N3N=C(c4cccs4)CC3c3ccc(F)cc3)nc12 (centres undefined)	/	2%	16%	-4%	/	2%	-8%	-0.5	/
Cc1cccc(NC(=O)c2ccc3nccnc3c2)n1	3%	10%&27%	-19%	-6%	4%	45%[activator]	-6%	1.4	-9%
CN(C(=O)c1ccncc1)c1ccccc1	-5%	8%	?	2%	30%	8%	-21%	0.6	2%
COc1ccc(C(=O)N(C)Cc2cnn(Cc3ccccc3)c2)cc1S(=O)(=O)N1CCOCC1	/	-5%	36%[activator]	5%	/	3%	2%	-0.3	/
CC(C)N(C(=O)[C@H]1C[C@H](CC(=O)NCCN2CCOCC2)C(=O)N2CCc3c([nH]c4cc(CCC(=O)N(C)C)ccc34)[C@]12C)C(C)C	/	12%	-10%	3%	/	13%	-3%	/	/
COc1cc(C(=O)Nc2nnc(C(F)(F)F)s2)c([N+](=O)[O-])cc1OC	-1%	-13%	-9%	3%	-12%	1%	-14%	0.6	-4%
CCOC(=O)N1CCN(CC(=O)Nc2ccc(OC)cc2)CC1	2%	0%	?	2%	-2%	2%	3%	0.3	-6%
COc1ccc(C(=O)c2ccc([N+](=O)[O-])cc2)c(OC)c1OC	/	1%	62%[activator]	5%	/	/	-8%	/	/
O=C(/C=C/c1ccccc1Cl)N(Cc1ccccc1)C1CCS(=O)(=O)C1 (centres undefined)	-2%	-8%	5%	-5%	1%	4%	-12%	-0.7	-16%
O=C(CCc1nc2ccccc2c(=O)[nH]1)Nc1cccc(S(=O)(=O)N2CCOCC2)c1	/	-3%	39%[activator]	2%	/	12%	-4%	0.3	/
Cc1ccc(S(=O)(=O)N2CCCCC2)cc1NC(=O)c1cc(F)c(F)c(F)c1F	/	-29%	-9%	9%	/	-8%	-6%	/	/
COc1ccc(S(=O)(=O)n2c(C)nc3ccccc32)cc1C	0%	-27%	9%	1%	8%	1%	3%	-0.4	-9%
CCCCN1CC(CO)Oc2cccc(F)c2S1(=O)=O (centres undefined)	/	-4%	14%	2%	/	/	3%	/	/
CCN(CC)c1ccc(C(=O)OCC(=O)Nc2cc3oc4ccccc4c3cc2OC)cc1	1%	-2%	33%[activator]	5%	9%	8%	3%	1.5	-11%
N/C(Cc1cccs1)=N\OC(=O)COc1ccc(Br)cc1	-9%	-19%	11%	9%	13%	-6%	-11%	-0.7	6%
CCc1cccc(NC(=O)c2snc3c(=O)[nH]cnc23)c1	-1%	0%	7%	-1%	-2%	-1%	-5%	-0.9	-7%
O=C(CCNS(=O)(=O)c1ccc2[nH]c(=O)oc2c1)NCc1ccc(F)cc1	-4%	5%	-4%	-7%	1%	19%	-2%	0.2	-4%
O=C(NC1CCCCC1)c1ccc(CNc2ccccc2)o1	-1%	-6%	5%	1%	26%	-11%	-4%	-0.6	-24%
CC(=O)Nc1ccc(OCc2ccc3c(c2)OCO3)cc1	-6%	-3%	16%	4%	32%	53%	-11%	-1.2	?
O=S(=O)(N1CCOCC1)n1nnc2ccccc21	-5%	-6%	-7%	/	-8%	-4%	-1%	0.5	-2%
CN1C(C(=O)NCc2ccccc2)CC2Cn3c(nc4ccccc43)C21 (centres undefined)	-6%	0%	-15%	-7%	8%	2%	-1%	-0.1	-8%
COCCn1c(SCC(=O)Nc2nc(C)cs2)nnc1C(C)C	1%	-2%	-3%	7%	25%	7%	-3%	1.2	2%
COc1ccccc1-c1nnc(SCC(=O)N2CCCC2)o1	-4%	16%	68%[activator]	0%	10%	1%	0%	-0.5	3%
Cc1nnc(NC(=O)CSc2nnc(-c3ccco3)n2C(C)C)s1	-1%	0%	84%[activator]	-3%	-7%	9%	-5%	-0.3	-5%
CCOC(=O)c1c2ccc(OCC(=O)N/N=C/c3ccc(Cl)cc3)cc2n2ccccc12	-8%	19%	/	/	16%	-2%	/	2.8	3%
N#CCCN(Cc1ccncc1)C(=S)NC1CC2C=CC1C2 (centres undefined)	-3%	0%	-12%	-7%	4%	-1%	8%	-1.0	12%
O=C(CSc1nc2ccsc2c(=O)n1Cc1ccc(C(=O)O)cc1)NCC1CCCO1 (centres undefined)	1%	-3%	18%	9%	27%	12%	-14%	1.6	4%
Cc1cccc(N2N=C(C(=O)Nc3nc(C)cs3)CCC2=O)c1	-1%	3%	-11%	12%	26%	1%	-5%	-0.1	-12%
Cc1cccc(-n2c(O)c(C=Nc3ccc4c(c3)OCO4)c3ccccc3c2=O)n1	-4%	0%	-3%	-1%	19%	-8%	-2%	3.3	2%
COc1ccc(NS(=O)(=O)c2cccc(C(=O)N/N=C/c3cn(-c4ccccc4)nc3-c3ccccc3)c2)cc1	0%	1%	30%[activator]	-6%	19%	3%	-4%	0.7	-11%
CCOc1ccccc1N(CC(=O)Nc1ccc(S(=O)(=O)N2CCOCC2)cc1)S(=O)(=O)c1ccc(Cl)cc1	-6%	-10%	8%	15%	36%	-1%	-23%	0.5	3%
CC(C)CC(=O)OC1C(N2CCOCC2)c2c(ccc(/C=C/C(=O)N3CCOCC3)c2O)OC1(C)C (centres undefined)	0%	-11%	27%	1%	4%	5%	4%	-0.8	-8%
COc1ccc(CCc2nnc(NS(C)(=O)=O)s2)cc1	-6%	0%	21%	-1%	5%	47%[activator]	-5%	-1.8	-3%
CCC(Oc1ccccc1)C(=O)NC1CCCCCC1 (centres undefined)	-2%	-8%	2%	-2%	-3%	5%	-7%	0.1	-12%
COc1ccccc1CN1C[C@@H]2C[C@@H](c3cccc(C)c3)N3CCC[C@@]23C1=O	-4%	-4%	17%	0%	6%	-6%	-9%	-0.4	-6%

Individual results from above:
CC(=O)Nc1ccc(OCc2ccc3c(c2)OCO3)cc1 | TRHR ag: -1.2
O=C(NC1CCCCC1)c1ccc(CNc2ccccc2)o1 | APE1 inh: -11%

Further records.
SMILES	BLM inh	ALOX12 inh	Pol iota inh	ERG-DNA inh	Pol beta inh	APE1 inh	Pol kappa inh	TRHR ag	Apoferritin bind
CCOC(=O)c1cccc(NC(=O)c2ccc3c(c2)nnn3C2CCCC2)c1	-8%	-5%	15%	-1%	3%	/	0%	1.0	-18%
CCOC(=O)C1CCN(S(=O)(=O)c2ccc3c(c2)CCN3C(=O)C2CCC2)CC1	-20%	/	13%	1%	-2%	0%	7%	-0.1	-7%
CCOCCOC(=O)COc1ccc2c(-c3ccccc3)cc(=O)oc2c1	-1%	7%	-13%	/	23%	-3%	-4%	-1.1	0%
O=C(Nc1ccnn1C1CCN(Cc2ccccn2)CC1)c1cccc(F)c1	0%	-26%	5%	-9%	-10%	30%	-1%	-0.2	-8%
O=C(Cn1ncc2c3ccccc3n(Cc3ccccc3F)c2c1=O)N1CCN(c2ccccn2)CC1	-2%	30%	13%	1%	2%	-10%	8%	0.1	-19%
Cc1ccc(CN(Cc2cccn2-c2nnc(N3CCCC3=O)s2)C(=O)Nc2ccccc2C(F)(F)F)cc1	-13%	1%	9%	1%	29%	/	0%	0.7	1%
Fc1ccccc1/C=N/n1c(-c2cccnc2)n[nH]c1=S	-1%	?	118%[activator]	-4%	27%	17%	3%	-0.6	4%
CCOc1cc(NC(=S)NCCCN2CCOCC2)c(OCC)cc1NC(=O)C1CCCCC1	-1%	-9%	8%	3%	15%	-4%	-10%	-0.1	-4%
COC(=O)C(C(=O)Nc1ccccc1C)C1CCCCCC1 (centres undefined)	-2%	-2%	86%[activator]	4%	2%	1%	4%	1.1	-9%
COc1cc(OC)cc(-c2sc3ccc(OC)cc3c2C#CC(C)(C)O)c1	/	?	?	11%	/	-3%	-4%	0.0	/
CCOc1ccccc1NC(=O)CC1Nc2cc(C)c(C)cc2NC1=O (centres undefined)	-4%	-15%	7%	2%	2%	-3%	-7%	0.1	-16%

Only part of the results is shown (hit frequency here may not be typical).
